# Bioassay records deposited in PubChem BioAssay by several laboratories.
# OPRM1-OPRD1 inv – inverse agonists of MOR-DOR heterodimerization, primary screen, cell-based, luminescence | Mu-type opioid receptor (Homo sapiens) + Delta-type opioid receptor (Homo sapiens), … | inhibition, % at 9.3 µM | cell-based MOR-DOR heterodimer luminescence, inverse agonism | 0.21% of 340,000 active | AID 504357, 2011; in the data active = inhibition above about 22%, passing the limit was not always enough;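 also: 0% = cells with DMSO and 100% = wells without cells with DMSO; values of inactives mirror those of a sister screen read the other way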
# Target sequence (P35372 whole entry, looked up): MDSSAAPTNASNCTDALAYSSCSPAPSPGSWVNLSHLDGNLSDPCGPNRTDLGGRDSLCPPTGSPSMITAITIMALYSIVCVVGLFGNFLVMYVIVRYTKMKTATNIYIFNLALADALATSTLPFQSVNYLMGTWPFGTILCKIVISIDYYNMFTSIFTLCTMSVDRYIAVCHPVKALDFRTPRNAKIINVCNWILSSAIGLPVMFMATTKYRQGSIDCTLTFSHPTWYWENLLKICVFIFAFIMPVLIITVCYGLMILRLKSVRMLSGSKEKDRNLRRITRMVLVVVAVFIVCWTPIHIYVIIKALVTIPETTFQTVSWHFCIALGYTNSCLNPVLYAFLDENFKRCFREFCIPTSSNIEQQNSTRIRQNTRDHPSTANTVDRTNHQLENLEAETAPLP
# Target sequence (P41143 whole entry, looked up): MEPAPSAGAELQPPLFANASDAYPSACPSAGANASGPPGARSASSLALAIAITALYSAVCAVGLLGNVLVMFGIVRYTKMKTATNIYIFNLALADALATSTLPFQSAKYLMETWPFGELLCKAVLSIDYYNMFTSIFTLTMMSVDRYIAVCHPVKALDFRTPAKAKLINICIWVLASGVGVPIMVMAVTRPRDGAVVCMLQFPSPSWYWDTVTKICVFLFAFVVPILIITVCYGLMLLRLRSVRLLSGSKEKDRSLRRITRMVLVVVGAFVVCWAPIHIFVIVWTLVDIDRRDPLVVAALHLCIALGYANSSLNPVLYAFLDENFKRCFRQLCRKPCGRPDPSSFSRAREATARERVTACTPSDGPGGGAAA
# HTR5A ag ctr – HTR5A agonists in luminescence cell assay, primary screen, counter-screen for OPRM1-OPRD1 heterodimer agonist project, full-deck HTS; cell-based; 0.61% of 340,000 active; AID 504692, 2011; activation, % at 9.3 µM; in the data active = activation mostly above about 9.5%, no sharp cut-off; inactive = mostly below about 7.6%;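 also: 0% = cells with vehicle only and 100% = reference agonist; strong numbers were not always called active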
# Pemphigus Ab inh – inhibitors of pemphigus antibody binding to DSG3, primary screen, biochemical, bead-based, flow cytometry, scFv-GFP; Desmoglein-3 (Homo sapiens), P32926; DSG3-coupled beads, scFv-anti-DSG3-GFP binding; stronger effect = lower value; binding (percent of control), % at 10 µM; 0.48% of 310,000 active; AID 588358, 2011;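 active = binding more than 3 SD below its plate's average and above zero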;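 also: hits lower antibody fragment binding to DSG3; some compounds called inactive have numbers as strong as hits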
# E coli growth – E. coli V3065 growth inhibition, primary screen, counter-screen for AddAB inhibitor project, absorbance, OD600; 18 h; inhibition, % at 11.9 µM; 0.27% of 330,000 active; AID 449728, 2010;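 active = inhibition above the campaign's mean inhibition across all tested compounds plus 3 SD, cut at about 9.9% in these data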;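 also: uninfected addAB+ strain grown without phage in ampicillin broth; 0% = DMSO wells and 100% = ciprofloxacin 0.95 µg/ml wells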
# AddAB inh – growth inhibition of E. coli expressing H. pylori AddAB, primary screen, AddAB inhibitor project, absorbance. AID 435030, 2010. 0.29% of 330,000 active. inhibition, % at 11.9 µM; in the data active = inhibition above about 12%;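 also: 0% = vehicle wells of infected cells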
# phage Ecoli inh – growth loss of phage-infected E. coli, primary screen, RecBCD inhibitor project, absorbance, with phage, HTS; 0.26% of 360,000 active; AID 651602, 2012; inhibition, % at 11.9 µM; in the data active = inhibition above about 11%
# MOR-DOR ag – agonists of OPRM1-OPRD1 heterodimerization, primary screen, cell-based, luminescence | Mu-type opioid receptor (Homo sapiens) + Delta-type opioid receptor (Homo sapiens), … | cells | activation, % at 9.3 µM | 0.3% of 340,000 active; in the data active = activation above about 18%;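 also: 0% = vehicle-treated cells and 100% = reference agonist; values of inactives mirror those of a sister screen read the other way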
# Mot1-301 SUMO – yeast Mot1-301 growth rescue at high temperature, primary screen, SUMOylation pathway inhibitor project, S. cerevisiae, ATP luminescence, 38.5C | growth rescue, % at 18.8 µM | S. cerevisiae Mot1-301 growth rescue; percent above DMSO median, 100 means doubled | 1% of 320,000 active | AID 2716, 2010;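 active = every valid replicate shows activation above 250% relative to neutral control wells; inactive = the rest, any valid replicate at or below 250%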;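 also: OY570 slx delta 5 strain wells were the positive control but not used for scaling; some compounds called inactive have numbers as strong as hits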
# PfHsp90 yeast 2 – growth inhibition of PfHsp90-expressing yeast, primary screen, antimalarial PfHsp90 inhibitor project, S. cerevisiae, BacTiter-Glo luminescence, single point, set 2 | BacTiter-Glo ATP, 48 h; yeast lacking PDR1 and PDR3 efflux regulators | inhibition, % at 9.4 µM | 0.32% of 310,000 active | AID 504621, 2011;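 active = every replicate shows inhibition above about 80%, whatever the replicate mean, limit read from the data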;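 also: 0% = DMSO neutral controls and 100% = 20 µM radicicol positive controls; yeast relying on Plasmodium falciparum Hsp90 in place of its own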
# PKA-R1A act – activators of PKA-R1A holoenzyme, primary screen, biochemical, fluorescence polarization, Cy5-IP20, bovine R1A, mouse PKAc. PKA-R1A dissociation; scaled: DMSO 0%, 113 µM cGMP 100%. activation, % at 11.4 µM. 0.083% of 340,000 active. AID 504707, 2011;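 active = percent activation above the mean of all tested compounds plus 3 SD, cut at about 19% in these data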;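 also: higher means more PKAc released from R1A so a rise in polarization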
# HTR5A inv ctr – HTR5A inverse agonists in luminescence cell assay, primary screen, counter-screen for OPRM1-OPRD1 heterodimer inverse agonist project, full-deck HTS; inhibition, % at 9.3 µM; 5-hydroxytryptamine receptor 5A (Homo sapiens), P47898; 0.083% of 340,000 active; AID 504634, 2011; HTR5A cell line, inverse agonism; in the data active = inhibition mostly above about 23%, no sharp cut-off; inactive = mostly below about 18%;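 also: 0% = cells with DMSO and 100% = no-cell wells with DMSO; some compounds called inactive have numbers as strong as hits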
# Active calls of the source: *; i = inactive; . = no result given.
SMILES,OPRM1-OPRD1 inv,HTR5A ag ctr,Pemphigus Ab inh,E coli growth,AddAB inh,phage Ecoli inh,MOR-DOR ag,Mot1-301 SUMO,PfHsp90 yeast 2,PKA-R1A act,HTR5A inv ctr
CCc1c(C)sc(NC(=O)Cn2nc(C(F)(F)F)c3c2CCCC3)c1C#N,-12,0,90,-1.1,-0.5,3.9,2.3,260,-37,-4,-6
CCCCc1nc2cc(C(=O)N3CCN(c4nc(C)cnc4C)CC3)ccc2o1,8,0,.,0.4,1.4,-0.3,-1.4,5,24,-14,12
CCCOc1ccc(C2C(C(=O)OC)=C(C)N=C3SCCC(=O)N32)cc1OCC (stereo unspecified),1,6,.,3.9,5.1,-0.8,-0.2,-9,-2,-6,-16
c1ccc(SSc2ccccn2)nc1,-2,-4,111,0.7,1.4,.,0.3,-11,-21,5,-16
CCC1CCCCN1CCCCOc1cccc(Cl)c1 (stereo unspecified),22,-3,101,0.9,0.1,1.4,-5.0,-11,-9,-1,12
O=C(CN(C(=O)c1csnn1)c1ccccc1F)NCc1ccccc1,2,5,110,-0.8,0.7,5.7,-0.3,20,26,-2,-14
O=c1[nH]cc(N2CCCCCC2)c(=O)[nH]1,1,4,.,-0.2,0.3,-1.9,-0.3,22,-28,-2,-10
CC(=O)N1CC[n+]2c(-c3ccc(Cl)cc3Cl)csc21,-7,0,95,-0.3,0.1,3.4,1.4,-2,-52,-2,0
CC(=O)Nc1ccc(NC(=O)CS(=O)(=O)Cc2ccccc2)cc1,18,9,107,0.7,2.0,1.3,-3.4,-16,-24,5,-16
Cc1cc(S(=O)(=O)N2CCOCC2)ccc1OCC(=O)Nc1ccccc1F,11,-1,98,2.1,2.7,0.9,-2.1,-7,-26,-15,9

# Arranged by number of heavy atoms (rising): 4 of the compounds above.
SMILES,OPRM1-OPRD1 inv,HTR5A ag ctr,Pemphigus Ab inh,E coli growth,AddAB inh,phage Ecoli inh,MOR-DOR ag,Mot1-301 SUMO,PfHsp90 yeast 2,PKA-R1A act,HTR5A inv ctr
c1ccc(SSc2ccccn2)nc1,-2,-4,111,0.7,1.4,.,0.3,-11,-21,5,-16
CCc1c(C)sc(NC(=O)Cn2nc(C(F)(F)F)c3c2CCCC3)c1C#N,-12,0,90,-1.1,-0.5,3.9,2.3,260,-37,-4,-6
Cc1cc(S(=O)(=O)N2CCOCC2)ccc1OCC(=O)Nc1ccccc1F,11,-1,98,2.1,2.7,0.9,-2.1,-7,-26,-15,9
CCCOc1ccc(C2C(C(=O)OC)=C(C)N=C3SCCC(=O)N32)cc1OCC (stereo unspecified),1,6,.,3.9,5.1,-0.8,-0.2,-9,-2,-6,-16

# Following part
SMILES,OPRM1-OPRD1 inv,HTR5A ag ctr,Pemphigus Ab inh,E coli growth,AddAB inh,phage Ecoli inh,MOR-DOR ag,Mot1-301 SUMO,PfHsp90 yeast 2,PKA-R1A act,HTR5A inv ctr
CCO[C@H]1OC(C(=O)N2CCOCC2)=C[C@@H](C2CC2)[C@@H]1CCCO,6,-6,106,-2.5,3.7,2.6,-1.1,19,4,2,15
FC(F)(F)c1ccccc1CNCc1ccncc1,10,3,102,0.0,0.8,-2.1,-2.0,5,7,-2,-12
O=C(CNC(=O)c1ccc2ccccc2c1)NC1CCCCC1,6,2,.,-1.4,-1.2,-0.3,-1.6,9,18,-15,-6
Cc1cc(SCc2ccc(Cl)cc2Cl)nc(=O)[nH]1,9,1,103,-0.8,-0.6,3.0,-1.8,11,13,-7,-4
O=C(CN1CCN(C(=O)c2ccco2)CC1)Nc1ccc2c(c1)OCO2,14,-4,107,1.6,2.2,4.0,-2.5,-1,5,0,-12
O=C(CN1CCCC1)NCC(=O)Nc1ccc(F)cc1,-19,0,117,-1.9,-0.8,0.8,3.9,-19,.,-5,0
Nc1nnc(Cc2ccccc2)s1,16,4,102,1.7,2.9,-0.1,-2.5,-38,1,4,2
CCCCNc1c(N2CCN(C(=O)OCC)CC2)c(=O)c1=O,4,-1,107,-1.4,2.6,4.0,-0.8,i,-5,6,4
O=C(CCCOc1ccc(Br)cc1)NNC(=O)c1ccncc1,7,9,95,-0.8,0.0,1.4,-1.1,-10,.,-2,-25
Cc1ccc(S(=O)(=O)N2[C@@H](c3ccc(C(C)(C)C)cc3)C(C(=O)O)=CC[C@H]2c2ccc(Cl)c(Cl)c2)cc1,13,-3,101,-0.4,2.0,2.0,-2.9,.,-25,-9,10

# Ordered by value in Mot1-301 SUMO (ascending): three from the list above
SMILES | Mot1-301 SUMO
Nc1nnc(Cc2ccccc2)s1 | -38
O=C(CCCOc1ccc(Br)cc1)NNC(=O)c1ccncc1 | -10
O=C(CN1CCN(C(=O)c2ccco2)CC1)Nc1ccc2c(c1)OCO2 | -1

# The list goes on:
SMILES,OPRM1-OPRD1 inv,HTR5A ag ctr,Pemphigus Ab inh,E coli growth,AddAB inh,phage Ecoli inh,MOR-DOR ag,Mot1-301 SUMO,PfHsp90 yeast 2,PKA-R1A act,HTR5A inv ctr
Cc1nn(CC(=O)N2N=C(C(F)F)CC2(O)C(F)F)c(C)c1[N+](=O)[O-] (stereo unspecified),15,6,.,-0.1,3.3,0.9,-3.1,-5,35,3,17
NC(=O)c1cnn2c(-c3cccc(C(F)(F)F)c3)ccnc12,.,.,97,-0.7,0.1,2.6,.,3,3,.,.
Cc1cc(C(=O)COc2ccccc2[N+](=O)[O-])c(C)n1-c1cccc(S(=O)(=O)N2CCOCC2)c1,7,6,97,-1.0,0.3,2.3,-1.2,7,11,7,-23
CC(CC(=O)NCc1ccc(F)cc1)c1ccccc1 (stereo unspecified),0,-4,104,-2.7,-1.1,0.8,-0.1,-9,-19,-5,13
O=C1CN(C(=S)Nc2ccc(OC(F)F)cc2)CCN1,16,-7,96,-0.2,2.4,3.6,-2.9,-8,12,-7,18
Cc1ccc(NC(=O)CN2C(=O)N/C(=C/c3ccc4c(c3)OCCO4)C2=O)cc1,7,1,.,-4.2,4.1,-0.1,-1.1,2,-9,1,-6
CCOC(=O)C1=C(C)C(c2ccccc2OC)NC(=S)N1 (stereo unspecified),7,-3,99,-0.6,1.9,0.1,-1.2,1,-1,2,-5
CC(=O)N[C@@H](Cc1c[nH]c2ccccc12)C(=O)NCCc1ccc(S(N)(=O)=O)cc1,12,0,107,2.9,0.6,-0.8,-2.6,3,2,-7,1
CCOc1cc(/C=C(/C#N)C(=O)Nc2ccc(O)cc2)cc(Br)c1O,24,-1,101,-2.1,3.3,2.8,-4.0,.,-4,-3,-32
COc1cccc(NC(=O)CN(C)C(=O)c2cc(-c3ccco3)nc3ccccc23)c1,-3,2,103,2.0,-0.8,4.0,0.4,-6,-20,-18,-5
CCN1C(=O)/C(=C2\SC(=S)N(NC(=O)c3cccnc3)C2=O)c2ccccc21,-14,-2,99,-1.2,-0.9,-0.6,3.2,6,-33,-4,8
NC(=O)CN1CCN(S(=O)(=O)c2ccc(Cl)cc2)CC1,11,3,106,0.9,1.3,2.5,-2.2,-10,7,-8,-20
COc1ccc(C(=O)N[C@H](C(=O)NCc2ccc(C)cc2)C(C)C)cc1,4,-1,117,1.9,4.5,0.9,-0.7,-14,-20,-1,4
Cc1ccccc1NCC(=O)N/N=C/c1c[nH]c2ccccc12,10,4,90,0.9,2.8,2.3,-2.1,-3,15,3,-15
C(=N\Nc1nc2ccccc2[nH]1)/c1ccncc1,13,4,105,-0.6,0.5,1.9,-2.6,-14,-6,4,17
O=C(Nc1ccccc1)c1ccc(S(=O)(=O)N(CCO)CCO)cc1,6,4,.,-1.3,2.0,-0.5,-1.5,7,-22,6,-21
O=C(NC1CCN(S(=O)(=O)c2ccc(F)cc2)CC1)C1CCCCC1,-8,-1,97,0.8,2.0,-4.2,1.0,18,-10,5,-6
CCOC(=O)c1c(C)n(C)c2cc(Br)c(OC)cc12,-14,1,100,-1.6,0.2,3.5,2.9,6,-15,2,-23
COc1ccccc1NC(=O)C(CC(C)C)NC(=O)C1CCCCC1 (stereo unspecified),3,0,112,-0.5,2.0,0.5,-0.5,9,-31,7,-50
CC(=O)Nc1ccc(S(=O)(=O)Nc2cc(C)c(-n3nc4ccccc4n3)cc2O)cc1,-13,7,108,0.4,1.7,0.9,2.3,14,10,6,-20
O=c1c2c([N+](=O)[O-])cc([N+](=O)[O-])cc2sn1Cc1ccccc1,-5,-3,37*,2.5,5.6,1.4,1.0,-33,-24,-2,12
NS(=O)(=O)c1ccc(CNC(=O)c2ccc(Cl)c(S(=O)(=O)NCc3ccccc3)c2)cc1,8,13,.,-0.5,0.6,6.6,-2.1,-16,-10,-13,-33
Cc1nnc(SCC(=O)Nc2sccc2C(N)=O)n1Cc1ccccc1,16,2,115,1.2,1.4,3.0,-3.5,13,-17,0,5
COc1ccc(C2(C)NC(=O)N(CC(=O)c3ccc4c(c3)OCO4)C2=O)cc1 (stereo unspecified),3,5,106,-0.4,-0.6,-1.1,-0.9,-19,20,-3,9
Cc1ccc(NC(=O)CC(=O)Nc2ccc(C)cc2C)c(C)c1,16,8,100,-0.4,-1.2,2.4,-3.4,6,-10,-4,-28
CCNC(=S)Nc1scc(-c2ccccc2)c1C(=O)OCC,-2,-5,121,1.0,2.3,-0.6,0.3,-9,-11,-10,12
Cc1cc(C(=O)COC(=O)c2ccc(O)cc2)c(C)n1CC(F)(F)F,9,10,107,-5.1,-3.7,2.1,-2.2,-1,-8,-2,2
COCCn1c(Sc2nc(C)cs2)nc2c1c(=O)[nH]c(=O)n2C,11,-2,106,.,.,1.1,-2.0,.,8,-8,-16
Cc1cc(C)n2c(SCC(=O)NC3CCCCC3C)nnc2n1 (stereo unspecified),3,-3,97,-1.2,1.3,4.7,-0.5,8,20,-8,7
Cc1cccc(C)c1NC(=O)CCCSc1nnnn1C,8,-1,.,-0.1,3.5,-0.6,-1.4,0,.,-7,3
O=Cc1cn(CC(O)Cn2cc(C=O)c3ccccc32)c2ccccc12,15,0,95,-0.5,-2.7,0.4,-3.2,8,-3,7,-2
CC(C)CCNC(=O)C1CCC(=O)N1C(C)C (stereo unspecified),3,7,107,-2.2,2.5,1.7,-0.6,5,-1,-12,2
COc1cc(NC(=O)C2CCN(S(=O)(=O)c3cccc4nonc34)CC2)cc(OC)c1,5,-2,100,1.1,2.0,0.8,-1.3,-11,-6,3,11
